# Screens as filed in PubChem.
# TRPC6 activator: activators of mouse TRPC6 channel. Q61143. HEK293-TRPC6 membrane potential dye fluorescence; active compounds read high. B-score at 10 µM. actives 0.13% (n = 310,000). AID 2550;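 active means B-score of the integrated fluorescence ratio above library mean plus 3 SD, and starting fluorescence ratio within library mean plus 5 SD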;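 further: higher score means more depolarization so channel activation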
# TRPC4 agonist: activators of mouse TRPC4 channel | actives 0.49% (n = 310,000) | B-score at 10 µM | HEK293 TRPC4beta/mu-opioid, Fluo4 calcium fluorescence; active compounds read high | Q9QUQ5;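 active means B-score above 5 SD of library B-scores, and initial fluorescence ratio not above library mean plus 5 SD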;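 further: positive B-score marks a calcium rise read as TRPC4 activation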
#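 Assay system: HEK293 stable line with TRPC4beta plus mu-opioid receptor; schedule: 45 min room-temperature Fluo4 loading, 110 s read; technique: kinetic Fluo4 calcium fluorescence; evaluation: integrated baseline-normalised fluorescence ratio, converted to per-well B score; controls: buffer (low) and maximal DAMGO (high)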
# KLF5 inh: inhibitors of KLF5 expression. inhibition, % at 5 µM. actives 0.23% (n = 290,000). AID 1700. DLD-1 KLF5 promoter-luciferase reporter, luminescence;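 active means inhibition above a per-plate limit of that plate's mean compound inhibition plus 3 SD, cut at about 60% in these data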;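 further: 0% = DMSO wells and 100% = LY294002 at 200 µM; higher means less KLF5 promoter-driven luciferase light; inactives centre near -14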
# aSyn 5UTR inh: 5' untranslated region of α-synuclein, MLPCN primary screen. alpha-synuclein 5'UTR reporter, inhibitor activity. inhibition, % (tested at 7.5 µM). actives 0.82% (n = 300,000). AID 1813; in the data active means inhibition above about 60%; inconclusive means no clear call, values can overlap the other calls;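 further: H4 neuroglioblastoma cells stably carrying SNCA 5'UTR luciferase fusion; 0% = DMSO wells and 100% = positive control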
# TRPC4 inh: inhibitors of mouse TRPC4 channel. Q9QUQ5. HEK293 TRPC4beta/mu-opioid, DAMGO-evoked Fluo4 calcium flux; active compounds read low. B-score at 10 µM. actives 0.39% (n = 300,000);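 active means B-score over 3 SD under the library average, no early fluorescence shift, positive overall ratio signal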
#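 Assay system: HEK293 cells with stable TRPC4beta plus mu-opioid receptor expression; Probe or stimulus: DAMGO in two steps, submaximal then maximal; Dosing: single-point compound dosing; Measured by: Fluo4 calcium-dye fluorescence, kinetic read; Read-out basis: B score from integrated Fluo4 fluorescence ratio.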
# SKKanGAS inh: SKKanGAS growth inhibition | actives 1.3% (n = 300,000) | inhibition, % at 7.5 µM | S. pyogenes SKKanGAS, kanamycin growth, BacTiter-Glo, 6 h;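 active means mean replicate score, as percent of positive control median, at least 50; inconclusive means mean below 50 but one replicate at or above 50; inactive means mean and every replicate below 50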;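 further: strain carries kanamycin resistance gene driven by streptokinase promoter and grows in 40 µg/ml kanamycin; loss of luminescence reflects streptokinase promoter inhibition or plain growth inhibition; 0% = median of DMSO wells and 100% = positive control at its reference dose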
# HIF activator: HIF pathway transcriptional activation; U2OS HRE-luciferase reporter, luminescence; normalized: DMSO 0%, desferrioxamine 100%; activation, % at 7.5 µM (by protocol); actives 0.32% (n = 300,000); AID 1910;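 active means mean activation of at least 10% of the iron chelator positive control signal, with at least half of replicates also reaching 10%; inconclusive means mean and replicate majority disagree about reaching 10%; inactive means mean and most replicates under 10%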
# TRPC6 inh: mouse TRPC6 channel inhibition. B-score at 10 µM. Q61143. HEK293-TRPC6, membrane potential dye, ACh-evoked depolarization; active compounds read low. actives 1.1% (n = 310,000). AID 2553;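 active means B-score under library mean minus 3 SD, initial fluorescence not abnormally high, positive integrated signal ratio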;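 further: B-score derived from integrated fluorescence ratio over the kinetic read; more negative B-score means stronger inhibition of depolarization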
# MrgX1 antag: human MrgX1 receptor antagonism, primary screen; AID 588676; MRGX1-HEK293 calcium flux, Fluo-4, BAM8-22 antagonism; active compounds read low; Q96LB2; actives 1.3% (n = 310,000); B-score at 10 µM;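 active means calcium-response B-score plate-corrected more than 3 library SD below zero, starting fluorescence within 5 deviations, no agonist response on first addition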;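 further: peak minus trough fluorescence over baseline after final BAM8-22 challenge near maximal dose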
# Target sequence (Q96LB2 whole entry, looked up): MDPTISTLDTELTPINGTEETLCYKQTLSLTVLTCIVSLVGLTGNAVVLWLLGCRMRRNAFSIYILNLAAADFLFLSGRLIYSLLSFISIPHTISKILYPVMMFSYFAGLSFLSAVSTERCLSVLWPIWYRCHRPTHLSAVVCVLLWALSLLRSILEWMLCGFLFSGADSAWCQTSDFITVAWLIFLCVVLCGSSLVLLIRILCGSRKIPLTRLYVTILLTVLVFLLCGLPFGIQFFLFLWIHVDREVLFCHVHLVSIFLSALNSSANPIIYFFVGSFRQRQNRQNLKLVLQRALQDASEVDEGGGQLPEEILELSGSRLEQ
# IEC-6 tox: kills IEC-6 intestinal cells in KLF5 counter-screen. actives 0.78% (n = 290,000). inhibition, % at 5 µM. IEC-6 cytotoxicity, luminescence viability; in the data active means inhibition above about 22%;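 further: 0% = plate median of test compound wells and 100% = cytotoxic reference compound wells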
# TRPC4 PAM: TRPC4 (mouse) allosteric potentiation | Q9QUQ5 | HEK293 TRPC4beta/mu-opioid, DAMGO EC20, Fluo-4 Ca2+ flux; active compounds read high | B-score at 10 µM | actives 0.42% (n = 310,000) | AID 2227;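 active means B-score of calcium response area above 5 SD of library B-scores, with initial fluorescence ratio within 5 SD of library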;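 further: B-score of integrated fluorescence ratio over time as area under calcium response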
# Starred values were filed as active, the others as inactive; i = inactive; u = inconclusive; x = no result given.
SMILES,TRPC6 activator,TRPC4 agonist,KLF5 inh,aSyn 5UTR inh,TRPC4 inh,SKKanGAS inh,HIF activator,TRPC6 inh,MrgX1 antag,IEC-6 tox,TRPC4 PAM
CCC(Sc1nc(=O)cc(N)n1CCc1ccccc1)C(=O)Nc1cc(C)on1 (stereo unspecified),i,i,-15,9,i,2,0.2,i,i,-7,i
CCOC(=O)N1CCC2(CC1)CC(=O)c1cc(O)ccc1O2,i,i,-10,-8,i,-1,-0.1,i,i,-6,i
CCCc1cc(=O)n2[nH]c(-c3ccc(C)cc3)cc2n1,i,i,-161,-129,i,3,1.9,i,i,4,i
Cc1cc(S(=O)(=O)Nc2cccnc2)c(Cl)cc1Cl,i,i,-29,3,i,1,0.2,i,i,4,i
CCOc1ccc(C2SCC(=O)N2c2c(C)n(C)n(-c3ccccc3)c2=O)cc1 (stereo unspecified),i,i,-18,-9,i,-8,-0.2,i,i,3,i
Cc1cccc(C(=O)NCCC(=O)Nc2ccc(F)c([N+](=O)[O-])c2)c1,i,i,-46,-9,i,-2,0.2,i,i,0,i
CCCCN1CC(O)=C(c2nc3ccccc3[nH]2)C1=N,i,i,-85,-107,i,-5,3.9,i,i,2,i
CCc1ccccc1-n1nnc(-c2ccccc2)n1,i,i,-13,1,i,2,-0.1,i,i,4,i
COc1ccc(C2C(C(=O)Nc3ccccn3)=C(C)Nc3ncnn32)c(OC)c1 (stereo unspecified),i,i,4,13,i,0,-0.3,i,i,-5,i
N#Cc1ccc(CN2CCN(C(=O)c3ccccc3)CC2)c(Cl)c1,i,i,-31,17,i,-7,-0.8,i,i,-7,i
NC(=O)c1c(NC(=O)CSc2nc3c(c(C(F)(F)F)n2)CCc2ccccc2-3)sc2c1CCCC2,i,i,-35,20,i,3,-0.2,i,i,-3,i
CN(C)CCCNC(=O)c1cc2sc3ccccc3c2s1,i,i,1,0,i,5,-0.6,i,i,8,i
COc1ccc(N2CC(O)(c3ccc(F)cc3)[N+]3=C2CCCC3)cc1 (stereo unspecified),i,i,-15,-3,i,-5,0.7,i,i,2,i
CCOc1ccc(N/C(C)=C/C(=O)c2ccc3c(c2)OCCO3)cc1,i,i,-10,-204,i,-4,0.5,i,i,-5,i
O=C(Nc1ccccc1F)NC1CCCc2ccccc21 (stereo unspecified),i,i,-28,3,i,1,-0.1,i,i,0,i
C/C(=N\NC(=O)c1cnccn1)c1ccc([N+](=O)[O-])cc1,i,i,-75,-41,i,8,0.4,i,i,-2,i
O=C(N/N=C/c1ccc(F)cc1)c1cc[n+]([O-])cc1,i,i,-31,2,i,1,0.1,i,i,-8,i
Cc1csc(/C(C#N)=N/O)n1,i,i,-12,4,i,3,0.0,i,i,-2,i
COc1ccc(-n2c(-c3ccc(Br)cc3)nc(=S)c3c2CCCC3)cc1,i,i,-11,-49,i,4,-0.5,i,i,-1,i
COc1ccccc1/C=C/CN1CCN(Cc2ccc(C)o2)C(CCO)C1 (stereo unspecified),i,i,-29,-7,i,1,0.0,i,i,0,i
O=C(C=C1SCCS1)/C=C/c1ccco1,i,i,-34,1,i,19,-1.0,i,i,-17,i
Cc1nc2ccccc2c2nc3ccccc3n12,i,i,-32,-26,i,-9,-0.1,i,i,5,i
Cc1cccc(Nc2ncnc3onc(-c4cccc(Cl)c4)c23)c1,i,i,-11,25,i,-2,-0.9,i,i,2,i
Cc1ccc(NS(=O)(=O)c2ccc(NC(=O)C3CCCO3)cc2)cc1 (stereo unspecified),i,i,-25,18,i,4,0.0,i,i,-3,i
COc1ccc(CC2(CO)CCN(Cc3cnn(-c4ccccc4)c3)CC2)cc1,i,i,-1,1,i,1,-0.3,i,i,4,i
Cc1ccc(S(=O)(=O)N2CCCCC2)cc1C(=O)Nc1ccc(N2CCOCC2)cc1,i,i,-17,-53,i,5,-0.2,i,i,2,i
COc1cc(OC)c(C2C(C(=O)Nc3ccccc3)=C(C)Nc3ncnn32)cc1OC (stereo unspecified),i,i,-20,14,i,7,0.2,i,i,-2,i
CCOC(=O)C1CN(S(=O)(=O)c2ccc(C)cc2)c2ccccc2O1 (stereo unspecified),i,i,-22,-1,i,4,0.0,i,i,2,i
CC(=O)Nc1nc(SCC(=O)NCC2CCCO2)[nH]c(=O)c1NC(=O)c1cccs1 (stereo unspecified),i,i,-1,6,i,0,0.0,i,i,-8,i
CCn1cc(C(=O)Nc2ccc(OC)c(OC)c2)c2cc(OC)c(OC)cc2c1=O,i,i,-9,4,i,-8,-0.5,i,i,-2,i
Oc1ccc(-c2ccccc2)cc1CN1CCCCCC1,i,i,-36,-18,i,3,-11,i,i,-2,i
Cc1ccc(NC(=O)CCC(=O)c2cccs2)cc1F,i,i,-8,4,i,-1,-0.1,i,i,7,i
COc1ccc2ccccc2c1C1CC(=O)N2CN(C)CSC2=C1C#N (stereo unspecified),i,i,13,-24,i,6,-1.1,i,i,-8,i
CCOC(=O)Cc1c(C)nc2c(-c3ccccc3)c(-c3ccccc3)[nH]n2c1=O,i,i,-25,-85,i,11,-0.4,i,i,4,i
CCOc1ccc(N(C(=O)c2snc(C(N)=O)c2N)C(CC)C(=O)NC2CCCC2)cc1 (stereo unspecified),i,i,3,20,i,-1,-0.3,i,i,-7,i
CCOP(=O)(OCC)C(NC(=O)Nc1ccccc1)c1ccccc1 (stereo unspecified),i,i,-3,-1,i,-2,-0.3,i,-4.8*,-6,i

# Entries from the list above that contain a furan ring, fused or not, in the order listed:
SMILES,TRPC6 activator,TRPC4 agonist,KLF5 inh,aSyn 5UTR inh,TRPC4 inh,SKKanGAS inh,HIF activator,TRPC6 inh,MrgX1 antag,IEC-6 tox,TRPC4 PAM
COc1ccccc1/C=C/CN1CCN(Cc2ccc(C)o2)C(CCO)C1 (stereo unspecified),i,i,-29,-7,i,1,0.0,i,i,0,i
O=C(C=C1SCCS1)/C=C/c1ccco1,i,i,-34,1,i,19,-1.0,i,i,-17,i

# (continued)
SMILES,TRPC6 activator,TRPC4 agonist,KLF5 inh,aSyn 5UTR inh,TRPC4 inh,SKKanGAS inh,HIF activator,TRPC6 inh,MrgX1 antag,IEC-6 tox,TRPC4 PAM
O=C(CN1CCN(c2ccccn2)CC1)Nc1ccc(Oc2ccccc2)cc1,i,i,-16,-3,i,-2,0.3,i,i,0,i
CN(C)S(=O)(=O)c1cc(NC(=O)CN2CCN(c3ccccc3O)CC2)ccc1Cl,i,i,-14,x,i,x,x,i,i,0,i
CN1CCN(C(=O)c2ccc(-c3nn(C)c(=O)c4ccccc34)cc2)CC1,i,i,-10,-16,i,2,0.0,i,i,11,i
CCOc1ccccc1NC(=O)CCCc1nc2ccccc2c(=O)[nH]1,i,i,-24,19,i,3,-0.3,i,i,10,i
O=C(N[C@@H](Cc1ccc(O)cc1)C(=O)O)C(c1ccccc1)c1ccccc1,i,i,-19,6,i,-2,0.0,i,i,-3,i
O=C(O)CSc1nc(-c2ccccc2)cc(=O)[nH]1,i,i,-3,12,i,3,-0.3,i,i,6,i
Cc1n[nH]c(=S)n1/N=C/c1ccccc1OCc1ccc(Cl)cc1Cl,i,i,-23,17,i,2,0.4,i,i,3,i
Cc1cccc2cc(C#N)c(SCC(=O)N3CC(=O)Nc4ccccc43)nc12,i,i,19,110*,i,5,2.2,i,i,93*,i
CCCOc1ccc(Cc2c(O)nc(SC)[nH]c2=O)cc1,i,i,-42,-15,i,2,-0.4,i,i,-2,i
Oc1ccccc1CNc1nccs1,i,i,-4,9,i,-2,-0.5,i,i,8,i
O=C(O)c1ccccc1-c1ccccc1C(=O)Nc1ccc2c(c1)CCC2,i,i,-39,12,i,0,-0.3,i,i,-9,i
CCSc1nnc(Cc2cc(=O)[nH]c(=O)[nH]2)n1-c1ccc(F)cc1,i,i,4,0,i,-3,-0.2,i,i,-1,i
O=C(Nc1ccc(F)cc1F)c1cccnc1,i,i,5,-12,i,-3,-0.4,i,i,-2,i
COc1cc(CNC(C)c2ccccc2)cc(Br)c1OCc1ccc(F)cc1 (stereo unspecified),i,i,-19,u,i,12,-1.5,i,i,0,i
CCn1c(SCCN2CCCCC2)nnc1-c1ccc(S(=O)(=O)N2CCOCC2)cc1,i,i,-38,13,i,0,-0.2,i,i,1,i
Cc1cccc(-n2c(=S)[nH]c3sc4c(c3c2=O)CCc2ccccc2-4)c1,i,i,6,-47,i,3,-0.3,i,x,-4,i
Nc1nnc(SCC(=O)NC2CCCCCCC2)s1,i,i,x,-2,i,-3,0.0,i,i,x,i
COc1ccc(-c2nnc3ccc(SCC(N)=O)nn23)cc1OC,i,i,23,-1,i,-2,0.4,i,i,5,i
CN(C1CCCCC1)C(CNS(=O)(=O)c1ccccc1)c1ccccc1 (stereo unspecified),i,i,-12,-19,i,-2,-0.1,i,i,5,i
COc1cc(C(c2sc3nc(C)nn3c2O)N2CC(C)OC(C)C2)cc(OC)c1OC (stereo unspecified),i,i,0,-5,i,-2,0.0,i,i,-9,i
COc1ccc(Cl)cc1NC(=O)CSc1nc(NS(=O)(=O)c2ccccc2)cc(=O)[nH]1,i,i,-2,16,i,15,0.7,i,x,4,i
COc1ccc(C2=NN(C(=O)/C=C/c3ccccc3)C(c3ccccc3)C2)c(OC(C)=O)c1 (stereo unspecified),i,i,-8,9,i,38,-0.1,i,i,20,i
CCOC(=O)N1CCN(C(=O)c2ccc3nc(SCc4ccc(F)cc4)n(C)c3c2)CC1,i,i,-16,-19,i,4,0.1,i,i,3,i
Cc1cccc(NC(=O)Nc2cccc(Oc3c(F)c(F)c(F)c(F)c3F)c2)c1,i,i,-22,20,i,18,-0.4,i,i,0,i
c1ccc(-c2nc(N3CCCCCC3)nc(-n3ccnc3)n2)cc1,i,i,-8,33,i,86*,-2.1,i,i,10,i
O=[N+]([O-])c1ccccc1/C=C/C=N/n1c(-c2ccccc2)n[nH]c1=S,i,i,-11,-31,i,4,-0.2,i,i,9,i
O=C(NNC(=O)C1COc2ccccc2O1)c1ccccc1 (stereo unspecified),i,i,-16,-23,i,-4,0.0,i,i,0,i
CC/C(=N\NS(=O)(=O)c1ccc(C)cc1)c1ccco1,i,i,2,-8,i,5,1.8,i,i,-9,i
O=C(NCc1csc2ccc(Cl)cc12)Nc1ccccc1,i,i,-6,-25,i,6,0.0,i,i,-5,i
Cc1ccc(C)c(NC(=O)CSc2nnc3n2CCCCC3)c1,i,i,9,-1,i,5,0.2,i,i,-1,i
